Assay outcomes from PubChem.
Granule exo inh – lytic granule exocytosis inhibition; TALL-104 LAMP-1 surface exposure, flow cytometry; cells stimulated with thapsigargin and PMA; inhibition, % at 10 µM; 360,000 tested, 0.66% active; AID 651702;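 active = inhibition above about 55%, limit read from the data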
m5-HT2A agonist – mouse HTR2A agonism via beta-arrestin recruitment; CHO-K1 mHTR2A beta-arrestin complementation, luminescence; percent of 30 µM serotonin response; activation, % at 7.6 µM; AID 624169; P35363; 360,000 tested, 0.66% active;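 active = activation above a run cutoff, the mean activation of all tested compounds plus 3 SD, cut at about 14% in these data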;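 also: 0% = plate median of compound wells and 100% = 30 µM serotonin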
ABCB6 inh 2 – human ABCB6 transporter inhibition | K562-ABCB6 porphyrin accumulation, flow cytometry, 1 h; stronger effect = lower value | fluorescence ratio to DMSO, % at 10 µM | 360,000 tested, 0.19% active | AID 602162;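 active = fluorescence ratio to DMSO below 75%, the collection mean minus 3 SD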;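 also: signal is porphyrin accumulated inside mitochondria; 100% equals median channel fluorescence of DMSO control wells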
PDI turbidity – blocks human protein disulfide isomerase activity. PDI insulin aggregation turbidity, A650, 90 min. inhibition, % at 10 µM. 350,000 tested, 0.052% active. AID 588391;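 active = mean inhibition across replicates of 30% or more, whatever share of single replicates reach that level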;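 also: absorbance from insulin aggregation driven by PDI reduction with DTT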
Target sequence (P07237 whole entry, looked up): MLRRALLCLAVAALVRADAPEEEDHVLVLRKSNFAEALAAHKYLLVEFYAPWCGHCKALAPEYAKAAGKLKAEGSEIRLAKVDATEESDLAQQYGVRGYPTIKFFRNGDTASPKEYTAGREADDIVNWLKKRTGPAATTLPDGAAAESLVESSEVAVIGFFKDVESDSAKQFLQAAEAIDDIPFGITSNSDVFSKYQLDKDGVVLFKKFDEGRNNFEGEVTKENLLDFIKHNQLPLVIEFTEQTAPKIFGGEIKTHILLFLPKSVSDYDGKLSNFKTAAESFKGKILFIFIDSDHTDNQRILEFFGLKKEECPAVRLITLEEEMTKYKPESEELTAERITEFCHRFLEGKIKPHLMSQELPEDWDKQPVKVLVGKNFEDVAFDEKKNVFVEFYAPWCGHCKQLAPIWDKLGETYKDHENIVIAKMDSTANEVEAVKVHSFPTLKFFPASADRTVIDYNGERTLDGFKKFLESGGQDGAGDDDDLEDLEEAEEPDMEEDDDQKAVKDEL
N-glyco inh – blocks N-linked glycosylation in D54 reporter cells; D54 ERlucT glycosylation luciferase reporter, 24 h; percent of 100 nM tunicamycin response; reporter increase, % at 12.5 µM; 360,000 tested, 0.23% active; AID 588692;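 active = mean luciferase reporter signal, scaled so untreated is 0 and the glycosylation-blocking control 100, at or above a set limit in every replicate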;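 also: luciferase carries N-glycosylation sites so blocking glycosylation raises the light; 0% = median of neutral control wells and 100% = median of 100 nM tunicamycin wells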
MC4R antagonist – antagonists of human melanocortin 4 receptor (MC4R); P32245; MC4R-expressing cells, MTII-stimulated cAMP, LANCE TR-FRET; inhibition, % at 6.5 µM; 360,000 tested, 0.48% active;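 active = inhibition above its plate's cutoff, the mean of tested wells on that plate plus 3 SD, cut at about 29% in these data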;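 also: 0% = Melanotan II alone and 100% = Melanotan II plus saturating MCL0020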
Target sequence (P32245 whole entry, looked up): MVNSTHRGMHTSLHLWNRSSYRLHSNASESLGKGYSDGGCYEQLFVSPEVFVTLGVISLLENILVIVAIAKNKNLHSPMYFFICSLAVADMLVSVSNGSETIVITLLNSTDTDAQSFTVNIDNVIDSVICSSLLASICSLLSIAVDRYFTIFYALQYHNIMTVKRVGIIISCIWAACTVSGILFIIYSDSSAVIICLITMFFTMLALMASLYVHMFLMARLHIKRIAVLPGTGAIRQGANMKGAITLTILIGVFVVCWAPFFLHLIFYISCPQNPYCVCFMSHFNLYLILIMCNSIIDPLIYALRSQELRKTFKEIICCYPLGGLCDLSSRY
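System: U2OS-MC4R stable cell line; Technique: Eu-cAMP/anti-cAMP TR-FRET, emission 671 nm; Repeats: single well per compound; Also added: Melanotan II; Dosing: one concentration, 6.5 µM nominal; Schedule: 30-min compound, 1-h challenge, 1-h detection, room temperature.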
MC4R ag barr – human MC4R agonism via beta-arrestin; activation, % at 8.9 µM; 360,000 tested, 0.98% active; U2OS MC4R beta-arrestin complementation, luminescence; percent of melanotan II response, DMSO zero;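 active = activation above a per-plate cutoff, the mean activation of sample wells on that plate plus 3 SD, cut at about 8% in these data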
CaV13 FRET inh – Primary screen for inhibitors of IQ motif and Ca2+-dependent inactivation inhibitor domain binding in CACNA1D, Förster resonance energy transfer in living cells, … | inhibition, % at 12.3 µM | 340,000 tested, 0.098% active | HEK cells, CFP/YFP FRET ICDI-IQ, plate reader, 10 min; percent FRET-ratio fall versus neutral wells;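 active = mean replicate inhibition of at least 30% and at least 1% of replicates passing that level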;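 also: 0% = median of the neutral control wells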
ABHD5 PLIN5 PPI – blocks binding of human ABHD5 to perilipin-5. 360,000 tested, 0.78% active. Q00G26+Q8WTS1. Split G. princeps luciferase complementation, luminescence, 4 h. AID 602281. inhibition, % at 4 µM;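 active = inhibition above the mean inhibition across every tested compound plus 3 SD, cut at about 22% in these data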;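 also: 0% = DMSO only wells and the 100% control is not disclosed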
Cardio protect – myocardial damage modulation in H9c2 cells; H9c2 cardiomyocytes, H2O2 injury protection, ATPLite, 2 h; protection from H2O2 cell death, % at 20 µM; 360,000 tested, 0.63% active; AID 588492;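 active = compounds giving at least 50% protection of heart cells from peroxide-induced death in the single-dose screen, raw or plate-pattern-corrected value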;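 also: 0% = DMSO wells with peroxide and 100% = DMSO wells without peroxide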
Active calls of the source: *; i = inactive; nt = not tested or not shown. Compounds were not picked by outcome; about 4.2% have a hit in one of these screens.

Results follow in this order: ABHD5 PLIN5 PPI	Cardio protect	m5-HT2A agonist	CaV13 FRET inh	ABCB6 inh 2	N-glyco inh	PDI turbidity	MC4R antagonist	Granule exo inh	MC4R ag barr
CCOC(=O)C1(C)CCCCCN1C(=O)/C=C/c1ccccc1 (stereo unspecified)
    0.7	2.2	-7.7	-9.4	107.0	-2.1	-66.8	-1.3	0.4	-0.8
CC1(C)Cc2nc(Cl)c(C(N)=O)cc2CO1
    -6.4	5.9	1.1	-13.1	104.0	1.5	7.8	3.1	4.9	-1.3
C/C(=N\NC(=O)c1cc(-c2ccc(C)s2)nc2ccccc12)c1cccnc1
    -2.6	-3.2	-4.8	-3.1	99.0	-1.7	-10.9	-4.4	-1.6	-2.6
COc1ccc(CNC(=O)CN2CCC(NC(=O)c3cccc(OC)c3)CC2)cc1
    -0.2	1.9	-8.7	-1.9	100.0	-0.6	0.1	5.2	3.4	-0.7
Cc1nc(N)sc1-c1csc(Nc2ccccc2)n1
    -11.5	-3.8	-5.6	-4.7	84.0	0.8	-2.1	3.4	1.6	-0.7
CCOC(=O)C1(CCOC)CCN(Cc2cccc(OCc3ccccc3)c2)CC1
    1.9	-5.9	-8.6	-5.1	106.0	-3.0	-4.1	3.1	-4.5	0.2
Cc1ccc(-n2c(Cc3cccn3C)nnc2SCC(=O)NC2CCCCC2)cc1
    12.1	5.4	-0.3	-8.0	98.0	-1.6	-4.2	8.3	0.3	0.8
CCCCNC(=O)C1CCCN1C(=O)Nc1ccccc1 (stereo unspecified)
    -3.4	0.5	-1.8	-5.0	98.0	1.4	-0.1	-1.1	12.8	2.0
COc1ccc(CCNC(=O)CN(c2cc(C)cc(C)c2)S(=O)(=O)c2c(C)noc2C)cc1OC
    -4.8	6.1	2.3	-13.7	101.0	0.8	2.8	6.6	-17.4	1.4
N#C/C(=C/c1ccc(-c2ccc(Br)cc2)o1)C(=O)NC1CCCCC1
    4.4	-3.4	-0.4	-7.2	102.0	7.3	0.4	-2.9	27.0	-0.8

Entries shown so far that have a halogen, in the order listed:
Results follow in this order: ABHD5 PLIN5 PPI	Cardio protect	m5-HT2A agonist	CaV13 FRET inh	ABCB6 inh 2	N-glyco inh	PDI turbidity	MC4R antagonist	Granule exo inh	MC4R ag barr
CC1(C)Cc2nc(Cl)c(C(N)=O)cc2CO1
    -6.4	5.9	1.1	-13.1	104.0	1.5	7.8	3.1	4.9	-1.3
N#C/C(=C/c1ccc(-c2ccc(Br)cc2)o1)C(=O)NC1CCCCC1
    4.4	-3.4	-0.4	-7.2	102.0	7.3	0.4	-2.9	27.0	-0.8

(next part)
Results follow in this order: ABHD5 PLIN5 PPI	Cardio protect	m5-HT2A agonist	CaV13 FRET inh	ABCB6 inh 2	N-glyco inh	PDI turbidity	MC4R antagonist	Granule exo inh	MC4R ag barr
COc1ccccc1NC(=O)CSc1nnc(C2CCCCC2)n1-c1ccccc1
    4.1	-0.4	-4.7	-2.2	96.0	-3.8	-6.0	19.1	0.4	-0.8
CCNS(=O)(=O)c1ccc(CCC(=O)NCc2cccnc2)cc1
    6.5	-1.9	1.0	-4.7	97.0	-1.5	1.5	11.7	-10.9	-0.2
Cc1ccccc1C(=O)c1c[nH]c(C(N)=O)c1
    1.5	8.6	-0.7	-4.9	169.0	-0.1	-4.1	-0.3	-7.2	0.0
O=C(NCCCl)Nc1cccc(Br)c1
    -2.7	-7.5	-4.2	0.9	100.0	-1.0	0.2	3.9	-7.2	-2.5
c1ccc2c(c1)ccc1ccccc12
    -2.8	0.3	-2.9	nt	102.0	-1.5	nt	-6.5	-1.5	5.2
COc1ccc(-n2nnc3c(=O)n(CC(=O)OCc4ccccc4)cnc32)cc1
    10.9	-0.2	0.9	-3.1	99.0	0.1	nt	5.5	-5.6	1.7
COC(=O)CC1(c2ccccc2)C(=O)c2ccccc2C1=O
    1.0	2.5	4.5	-6.5	101.0	-1.2	-4.8	-2.7	-1.4	-0.3
Cc1cccc(C(=O)OCC(=O)NN2C(=O)NC3(CCC(C)CC3)C2=O)c1O (stereo unspecified)
    -6.1	-6.9	10.6	-6.6	103.0	1.1	-7.1	1.8	-11.5	-2.7
Cc1ccc(S(=O)(=O)N(C)C[C@@H]2OCc3cnnn3CCCC(=O)N([C@@H](C)CO)C[C@H]2C)cc1
    11.5	6.9	4.0	-9.0	100.0	5.3	-7.3	-4.2	-1.3	1.6
N#C/C(=C\c1cccnc1)C(=O)Nc1ccc(Cl)cc1
    -3.0	19.7	-2.4	-10.1	97.0	0.2	3.4	-2.6	4.0	-3.2
COc1ccc(OCC(=O)NCC(c2cccs2)N2CCOCC2)cc1 (stereo unspecified)
    2.0	-2.5	-1.1	-6.4	98.0	1.5	11.0	8.4	7.5	-0.8
O=C(COc1ccccc1[N+](=O)[O-])NNC(=O)Nc1cccc2ccccc12
    3.4	-1.3	4.8	-4.1	95.0	-2.1	-0.2	3.5	-1.0	-1.1
O=C(N/N=C/c1ccc([N+](=O)[O-])cc1)c1cc(-c2ccc3c(c2)OCO3)n[nH]1
    9.4	-5.3	4.7	9.4	100.0	-1.8	1.6	1.5	2.7	2.0
Cc1ccc(C(=O)NC(=S)NCc2cccnc2)c(C)c1
    -1.3	-6.9	3.0	8.8	101.0	-0.6	0.9	4.5	-2.1	-2.6
COc1ccccc1CNC(=O)c1ccc(CS(=O)(=O)c2ccccc2)o1
    3.2	16.3	-0.7	5.7	99.0	-2.1	nt	9.3	-0.6	-1.5
Cc1sc(NC(=O)CSc2nnc(N)s2)c(C#N)c1C
    5.9	-1.2	12.4	-7.3	167.0	4.0	0.6	-2.4	-11.6	0.0
O=C(C=Cc1cccc(Cl)c1)c1ccccc1
    51.3*	-14.8	-2.7	-7.7	96.0	11.8	5.1	23.0	-2.5	-0.7
Cc1c(/C=N/NC(=O)c2ccc(O)cc2)c2ccccn2c1C(=O)c1ccc(F)cc1
    -9.2	54.2*	-5.0	-5.6	83.0	4.3	3.5	6.1	23.3	0.4
COc1ccc(C(=O)Nc2ccncc2)cc1S(=O)(=O)N1CCOCC1
    9.9	-4.1	3.5	-5.2	93.0	-0.9	20.8	2.7	0.0	-0.5
C=CCN(c1ccccc1C(=O)O)S(=O)(=O)/C=C/c1ccccc1
    1.4	16.3	1.1	-6.1	96.0	1.7	-6.6	6.7	-0.1	-3.3
O=C(CSc1nnc(-c2ccccc2)n1-c1ccc(Cl)cc1)NNC(=S)Nc1ccccc1
    -4.2	3.1	-0.4	-2.9	94.0	5.5	1.0	19.9	6.4	-2.6
CC(c1ccc(C(C)(C)C)cc1)S(=O)CC(O)CO (stereo unspecified)
    -1.7	4.6	-0.4	-6.0	108.0	0.6	-3.4	21.5	4.2	-0.2
CCCC(=O)N1CCCC1(C)C(=O)NCCc1ccccn1 (stereo unspecified)
    0.2	-2.0	21.8*	-5.2	97.0	1.2	-4.1	2.4	8.6	1.8
O=C(C[C@H]1C/C=C\CC[C@@H](Cc2ccc(F)cc2)C(=O)OCCNC1=O)NCCO
    0.7	6.5	3.4	-7.7	107.0	-0.2	2.1	14.4	23.9	-0.5
COc1ccc(/C=N/NC(=O)c2cccc(C(=O)N/N=C/c3ccc(OC)c(OC)c3)n2)cc1OC
    -6.1	12.3	5.1	-18.8	97.0	0.8	-38.9	-3.7	-7.6	-2.8
O=C(COc1cccc(-n2cnnn2)c1)Nc1ccc([N+](=O)[O-])cc1
    8.4	1.9	-2.1	-3.4	99.0	0.6	-8.1	-2.6	-0.6	-1.3
O=C1c2ccccc2C(Nc2ccc(S(=O)(=O)N3CCCCCC3)cc2)N1c1ccccn1 (stereo unspecified)
    -5.9	8.8	-2.1	-6.1	97.0	-1.0	nt	6.0	-0.6	-0.4
O=C(c1ccc(Cl)cc1)N1CCC(=O)N(C(CO)Cc2ccccc2)CC1 (stereo unspecified)
    -4.2	1.9	-5.2	-11.1	94.0	2.5	-7.6	-0.5	1.8	1.0
O=C(NNC(=O)c1ccc(Oc2cc(Cl)cc(Cl)c2)o1)c1ccccc1
    1.9	0.7	0.6	-4.0	97.0	6.0	-6.9	1.1	-4.9	0.6
NC(=O)COC(=O)c1ccc(Oc2ccccc2)cc1
    3.6	-3.4	1.2	-5.1	95.0	-0.7	-0.7	2.3	-2.1	0.3
CCc1nnc(NC(=O)CSc2nnc(-c3ccncc3)n2C)s1
    -5.1	-7.6	7.6	nt	98.0	-0.9	1.0	2.7	-0.4	1.9
NS(=O)(=O)c1ccc(CCNC(=O)CSc2nc3ccsc3c(=O)n2CC2CCC(C(=O)O)CC2)cc1 (stereo unspecified)
    -0.8	17.3	1.6	-4.3	95.0	1.5	-10.1	2.1	1.2	-2.3
COc1ccc(-c2ccnc3nc(N4CCOCC4)nn23)cc1
    2.4	3.1	2.5	-5.4	91.0	1.6	-0.5	0.6	-3.1	0.7
Cn1c(COc2ccccc2)nnc1SCC(=O)Nc1nnc(C2CC2)s1
    -4.0	-3.7	5.5	-2.3	97.0	1.1	-1.9	0.9	-1.3	-1.8
Cc1ccc(-n2c(SCC(N)=O)nnc2-c2cnccn2)cc1
    4.5	-2.3	1.2	-11.6	97.0	0.9	-2.3	8.8	-3.1	-1.8
COc1ccc(CCNS(=O)(=O)c2cc(/C=C/C(=O)O)ccc2C)cc1OC
    -1.9	2.6	-0.3	-2.3	91.0	0.2	-3.5	7.0	0.5	-3.1
Cc1nn(C)c(C)c1NC(=O)COc1ccc(F)cc1Br
    2.2	-1.0	-2.9	-7.1	91.0	0.8	3.8	7.6	-14.8	-1.4
Cc1ccc(C(O)Cn2nc(C)cc2C)cc1 (stereo unspecified)
    7.9	-3.4	7.7	-4.9	95.0	0.2	8.6	6.2	-2.3	1.3
CCOc1ccc(C(=O)Nc2cccc3ncccc23)cc1Br
    0.6	1.8	-6.5	-2.7	98.0	-1.7	-3.5	-3.0	-1.7	-3.2
O=C(COC(=O)c1cc(Br)c(Br)s1)NCCC1=CCCCC1
    -0.9	0.2	0.6	-3.4	98.0	3.2	-2.5	18.0	-1.1	1.7
COc1ccc(OC)c(Nc2nc(N)nc(CCl)n2)c1
    -3.5	3.0	2.4	-16.7	95.0	0.9	2.6	10.1	30.7	9.2*
CCOC(=O)c1c(C(=O)OCC)c(C)n(N2C(=O)CSC2=S)c1C
    -9.6	9.3	7.8	-5.2	i	0.6	-7.0	14.5	2.0	-0.3
COc1ccc(N2CCN(C(CNC(=O)c3ccco3)c3ccco3)CC2)cc1 (stereo unspecified)
    6.5	11.8	-9.5	-1.6	101.0	-1.0	-2.8	1.8	-2.3	0.7
Nc1nc2c(ncn2[C@@H]2O[C@H](CNC(=O)[C@H](N)Cc3ccccc3)[C@@H](O)[C@H]2O)c(=O)[nH]1
    -12.1	2.5	5.9	-4.8	97.0	1.6	nt	nt	-1.0	nt
c1cncc(Oc2cccc(Oc3cccnc3)c2)c1
    -1.6	-20.1	-3.7	-5.6	92.0	-1.9	1.8	-2.2	1.2	-0.9
